BAZ2B block: inhibitors of human BAZ2B bromodomain. Q9UIF8. AlphaScreen BAZ2B-H3K14Ac peptide displacement. Potency, µM (series often up to 114 µM), inactives show at the top dose activity change, negative = inhibition, usual class: inhibitors. hit rate 4.4% among 360,000. AID 504333; note: potency is the fitted concentration of half-maximal effect; % is set by controls: 0 for no effect and ±100 for the full control effect; nearly all actives have a fitted effect of over 60% in size
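Inhibition is scored as reduced AlphaScreen emission. The BAZ2B/b-H3(5-23)K14Ac complex (50 nM each) in PBS pH 7.4, 0.01% Tween-20 meets compound (up to 110 uM) for 30 min at RT before bead addition.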
ALOX12 inh: inhibitors of human 12S-lipoxygenase ALOX12. P18054. purified 12hLO, xylenol orange hydroperoxide absorbance. AID 1671190. hit rate 1.1% among 580,000. Potency, µM (top dose mostly 108 µM), for inactives: top-dose activity change, negative = inhibition, most hits filed as inhibitors; note: potency is the fitted concentration of half-maximal effect; % is set by controls: 0 for no effect and ±100 for the full control effect
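Hydroperoxide product was detected by ferrous iron/xylenol orange as the 573 to 405 nm absorbance ratio. Arachidonic acid at 40 uM (final) was turned over for 30 min at room temperature by 150 nM human 12hLO, pH 7.0 Hepes buffer, after 15 min compound preincubation.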
ERG Ets-DNA blk: blocks human ERG Ets domain binding to DNA. AID 624246. Potency, µM (top dose mostly 76.9 µM), without a hit: top-dose FP activity, negative = inhibition, actives largely listed as inhibitors. fluorescence polarization, His-ERG Ets domain / labelled DNA. hit rate 0.028% among 370,000; active = well fitted inhibition curve with a large enough effect in the polarisation, with a control signal flat; inconclusive = small, poorly fitted or top-dose-only effect, or effect the other way, or a change in a side signal; inactive = no such curve, though single readings can be large or run the other way; the % refers to the polarisation;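 note: polarization taken with two DNA probes labelled with fluorescein and Texas red; potency is the fitted concentration of half-maximal effect; % of control where 0% means no effect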
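His-tagged ERG Ets domain (1 uM in the protein solution; 300mM KCl, 50mM Tris-HCl, 1mM EDTA, 1mM DTT, pH 7.5) received compound, then a probe mix of 5 nM fluorescein-DNA and 100nM Texas-615-DNA. Fluorescence polarization was read for both dyes.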
RGS4 inh: human RGS4 inhibition; P49798; Transcreener GDP fluorescence polarization, RGS4-accelerated GTP hydrolysis; Potency, µM (series often up to 114 µM), inactives show at the highest dose activity change, negative = inhibition, actives largely listed as inhibitors; hit rate 0.039% among 390,000; AID 504845; note: potency is the fitted concentration of half-maximal effect; % is set by controls: 0 for no effect and ±100 for the full control effect; nearly all actives have a fitted effect of over 75% in size; some results filed as inactive show a strong effect at the top dose
Target sequence (P49798 whole entry, looked up): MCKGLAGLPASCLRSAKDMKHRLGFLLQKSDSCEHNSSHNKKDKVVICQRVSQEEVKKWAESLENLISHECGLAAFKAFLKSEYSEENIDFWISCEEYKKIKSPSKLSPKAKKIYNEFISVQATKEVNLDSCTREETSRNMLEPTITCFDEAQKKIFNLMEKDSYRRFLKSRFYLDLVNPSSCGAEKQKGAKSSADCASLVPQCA
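MLSMR compounds (23 nl, pin-transferred) preincubated 10 min at room temperature with a 500nM (2x) first reagent, then RGS4 at 900nM (2x) plus Transcreener GDP mix added; fluorescence polarization (620/688 nm) read before and after 90 min at 30 °C.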
PI4K2A inh: inhibitors of human PI4K2A. Q9BTU6. purified PI4K2A, ADP-Glo luminescence, 1 h; hits give low values. activity change, negative = inhibition, % at 76.9 µM. hit rate 0.13% among 420,000; in the data active = activity change below about -50%; inconclusive = mostly about -30% to -49%;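 note: -100% = wells without enzyme as full effect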
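PI4K2A activity was measured by ADP-Glo luminescence: enzyme (4 ug/mL stock) and phosphatidylinositol (1.2 mM stock) in Tris pH 7.5/MgCl2/EGTA/Triton X-100 buffer were reacted with ATP (300 microM stock) for one hour at ambient temperature.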
HP1b chromo inh: inhibitors of HP1-beta chromodomain binding to methylated histone tails; P83916; AlphaScreen HP1-beta / biotin-H3K9me3 peptide binding; Potency, µM (titrated, usually from 114 µM), inactives show at the top dose activity change, negative = inhibition, hits mostly inhibitors; hit rate 0.56% among 390,000; note: potency is the fitted concentration of half-maximal effect; nearly all actives have a fitted effect of over 70% in size; inactives centre near 23
Target sequence (P83916 whole entry, looked up): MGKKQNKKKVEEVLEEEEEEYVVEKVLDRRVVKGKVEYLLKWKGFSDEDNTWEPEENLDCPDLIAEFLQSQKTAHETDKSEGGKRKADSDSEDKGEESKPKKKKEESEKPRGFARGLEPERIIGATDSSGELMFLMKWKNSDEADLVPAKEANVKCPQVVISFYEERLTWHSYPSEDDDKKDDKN
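Compound inhibition of the preformed complex between 50 nM HP1-beta and 50 nM biotinylated H3K9me3 peptide was read by AlphaScreen. Buffer was PBS pH 7.4 with 0.01% Tween-20. Incubations ran 30 min at room temperature, with 10 ug/mL donor/acceptor beads.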
GLS inh: glutaminase GLS (human) inhibition; Potency, µM (doses to about 45.5 µM), inactives show top-dose activity change, negative = inhibition, actives largely listed as inhibitors; GLS enzymatic activity, qHTS titration; hit rate 0.21% among 410,000; O94925; note: potency is the fitted concentration of half-maximal effect; % is set by controls: 0 for no effect and ±100 for the full control effect
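hKGA in 45 mM KH2PO4 pH 8.2, 0.02% Tween-20 with pin-transferred compounds; 1 mM L-glutamine (stock) plus glutamate oxidase/HRP/Amplex Red coupling added. Fluorescence read initially and after 30 min at RT.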
G9a inh: inhibitors of human histone lysine methyltransferase G9a. Q96KQ7. G9a H3K9 monomethylation, AlphaScreen, 2 h. Potency, µM (series often up to 102 µM), without a hit: at the highest dose activity, negative = inhibition, actives largely listed as inhibitors. hit rate 8.8% among 350,000. AID 504332; note: potency is the fitted concentration of half-maximal effect; % is set by controls: 0 for no effect and ±100 for the full control effect; nearly all actives have a fitted effect of over 75% in size
Target sequence (Q96KQ7 913-1193 limits assumed): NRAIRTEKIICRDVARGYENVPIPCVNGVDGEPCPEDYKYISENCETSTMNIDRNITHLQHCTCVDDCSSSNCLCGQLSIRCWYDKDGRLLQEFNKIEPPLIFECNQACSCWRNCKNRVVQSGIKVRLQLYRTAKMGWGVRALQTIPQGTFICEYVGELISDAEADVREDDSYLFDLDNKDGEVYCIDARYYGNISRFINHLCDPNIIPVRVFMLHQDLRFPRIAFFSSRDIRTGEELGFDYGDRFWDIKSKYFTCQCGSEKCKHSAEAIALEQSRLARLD
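G9a (20 nM) preincubated 15 min RT with compounds, then 500 nM biotinylated H3K9 peptide and 20 uM SAM added; 2 h RT reaction. Monomethyl-H3K9 product detected by AlphaScreen with anti-H3K9me1 antibody, streptavidin donor and anti-rabbit IgG acceptor beads.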
JMJD2A Tudor inh: JMJD2A Tudor domain (human) inhibition | hit rate 4.4% among 390,000 | Potency, µM (titrated, usually from 114 µM), for the others: at the highest dose activity change, negative = inhibition, actives largely listed as inhibitors | AlphaScreen JMJD2A-Tudor / H3K4me3 peptide binding | O75164; note: potency is the fitted concentration of half-maximal effect; % is set by controls: 0 for no effect and ±100 for the full control effect; nearly all actives have a fitted effect of over 50% in size
Numbers without * were called inactive; i = inactive; ? = inconclusive; . = not tested or not shown; [ ] = another dose, or the depositor's remark. Unless noted, calls come from the whole dose curve; as a rule, active = well fitted curve in the direction sought with a large enough effect; inconclusive = small, poorly fitted or top-dose-only effect, or another doubt; inactive = no such curve, though single readings can be large; an effect the other way counts as inactive or inconclusive. The list is partial; count on the stated rates, not on these rows.

SMILES	BAZ2B block	ALOX12 inh	ERG Ets-DNA blk	RGS4 inh	PI4K2A inh	HP1b chromo inh	GLS inh	G9a inh	JMJD2A Tudor inh
CC(C)N=C(NS(=O)(=O)c1cccs1)c1ccccc1	-15%	0%	-8%	-17%	0	23%	7%	.	4%
Nc1nc(C23CC4CC(CC(C4)C2)C3)[nH]c(=O)n1	-10%	?	-6%	18%	-7	28%	2%	-4%[59 µM]	-7%
O=[n+]1c2c(n([O-])c3cc(Cl)ccc31)CCCC2	8%	0%	-3%	-40%	5	15%	2%	-3%	-10%
CCN(c1ccccc1)S(=O)(=O)c1cc(C(=O)NCc2ccco2)ccc1C	?	34%[activator]	-1%	-33%	-7	5%	-1%	-9%[59 µM]	?
O=C(N/N=C/c1ccc[nH]1)c1ccc(COc2cccc3cccnc23)cc1	?	0%	-2%	-6%	-1	-14%	0%	?	?
Cc1cccc(C)c1OCc1cc(C(=O)NC2CCC(O)CC2)no1 (stereo not drawn)	-23%	-3%	-24%	-8%	1	33%	9%	8%	-13%
CC(O)CSc1nc2c(c(=O)[nH]c(=O)n2C)n1CC(O)COc1ccccc1 (stereo not drawn)	-20%	?	-10%	-53%	6	-9%	-1%	11µM*	-4%
Cc1ccc2[nH]c(C)c(/C=N/Nc3nc4ccccc4s3)c2c1	?	-7%	?	1%	2	-25%	39%[activator]	?	45µM*
Cn1ccnc1C(=O)c1cc(SCC(=O)NC2CC2)nc2ccccc12	-7%	-6%	6%	-6%	4	29%	0%	-5%	2%
CCNS(=O)(=O)c1ccc(CCC(=O)N2CCN(c3ccccc3F)CC2)cc1	4%	12%	-2%	-2%	1	40%[activator]	2%	.	-5%
CCc1ccc(-c2cn3c(n2)sc2cc(C(=O)NC4CCCCC4)ccc23)cc1	?	-13%	7%	14%	1	45%[activator]	-5%	-2%[59 µM]	-6%
CN(C)CC(CCC(CN(C)C)C(O)(c1ccccc1)c1ccccc1)C(O)(c1ccccc1)c1ccccc1 (stereo not drawn)	-13%	4%	19%	-2%	-3	-16%	13%	11%	-30%
O=C1CC(c2cccs2)Sc2nc3ccccc3n21 (stereo not drawn)	9%	?	-1%	-5%	9	54%	-5%	?	13%
COc1ccc(CN2Cc3cccc4c3[C@@H](CC2=O)[C@H](O)[C@H](O)C4)cc1	2%	-9%	2%	-5%	1	30%	2%	4%[0.501 µM]	-5%
O=C(CSc1nc2[nH]ncc2c(=O)[nH]1)NCc1ccccc1	3%	-19%	-5%	-23%	-7	25%	-10%	3%[59 µM]	-16%
COC(=O)c1nn(-c2ccccc2)c(=O)cc1Sc1ccc(Cl)cc1	-6%	13%	0%	-6%	-2	-5%	-5%	-4%	-21%
C/C(=N\NC(=O)c1cccs1)c1ccc(C(=O)O)s1	-6%	-11%	-3%	-14%	3	21%	7%	.	-12%
O=C(CCn1c(=O)[nH]c2ccccc2c1=O)NCCCN1CCN(c2cccc(Cl)c2)CC1	-26%	.	7%	5%	-1	1%	4%	-4%[59 µM]	5%
CNC(=S)N/N=C/c1c(C(=O)OC)cnn1-c1ccc(F)cc1F	-7%	64%[activator]	-6%	?	-26	29%	-10%	4%[59 µM]	0%
COC(=O)c1c[nH]n2c(=O)cc(C)nc12	4%	-1%	0%	-2%	-8	32%	-6%	4%[59 µM]	-13%
O=C(NS(=O)(=O)N1CCCC1)C1=C(N2CCCC2)COC1=O	2%	-13%	5%	-2%	5	52%[activator]	-8%	11%[2.33 µM]	-10%
Brc1ccc(-n2c(SCc3nc4ccccc4[nH]3)nnc2-c2ccncc2)cc1	3%	-2%	-8%	-36%	-4	36%	-2%	1%[59 µM]	-12%
O=C1CSC(=S)N1c1ccc(F)c(Cl)c1	-27%	?	88%[activator]	-7%	-3	50%[activator]	4%	?	-12%
O=C(NCCN1CCN(Cc2ccccc2)CC1)Nc1cc(Cl)cc(Cl)c1	-16%	?	12%	5%	-2	16%	5%	6%	-28%
COc1ccc(-c2cc3ccccc3oc2=O)cc1NC(=O)c1cccnc1	12%	-21%	-7%	-1%	8	19%	2%	-39%	-3%
Cc1cc(-n2c(C)cc(C(=O)COc3ccccc3[N+](=O)[O-])c2C)no1	-38%	3%	-11%	-12%	-2	-13%	-11%	?	-34%
COc1ccc(NC(=O)N(C)C[C@H]2Oc3ccc(NC(=O)CCN4CCOCC4)cc3C(=O)N([C@@H](C)CO)C[C@H]2C)cc1	.	-15%	5%	4%	-3	45%[activator]	9%	.	-4%
COC(CNC(=O)C1CCCCC1C(=O)O)OC (stereo not drawn)	-1%	-29%	2%	7%	-4	40%[activator]	-3%	11%[59 µM]	-2%[57.1 µM]
CCn1c(=O)c2cc(C(=O)N(C)c3ccc(OC)cc3OC)sc2c2ccccc21	-35%	3%	0%	35%	-3	3%	1%	?	?
Cc1cccc(NC(=O)C2CCCN(S(=O)(=O)c3ccc4c(c3)CCCC(=O)N4)C2)c1 (stereo not drawn)	8%[57.1 µM]	-14%	10%	-15%	-2	37%	2%	-5%[59 µM]	-3%
CCOC(=O)c1ccc(NC(=O)c2nc[nH]c2C(=O)N[C@H](C)c2ccccc2)cc1	-1%	1%	-2%	20%	-1	46%[activator]	7%	34%[59 µM]	-23%
CCCCN(CC)S(=O)(=O)c1c(C)[nH]c(=O)[nH]c1=O	-1%	-3%	-1%	-13%	4	42%[activator]	-21%	-4%	8%
COc1ccc2cc(C(=O)C3CCCN(C(=O)Cc4c(C)noc4C)C3)ccc2c1 (stereo not drawn)	-13%	-1%	-4%	-22%	1	35%	-13%	-1%	-5%
CC(=O)Nc1nc(=O)c2ccccc2s1	4%	?	2%	?	-2	16%	2%	22µM*	-28%
Cc1cc(=O)n(CC(C)C)c(O)c1C#N	-6%	-11%	0%	14%	-14	5%	13%	?	-15%
COc1ccc(C(=O)Nc2cccc(S(=O)(=O)N3CCCC3)c2)cc1S(=O)(=O)N1CCOCC1	.	-4%	3%	-2%	0	15%[57 µM]	-2%	.	-12%
O=c1c2ccccc2ncn1CCCCOc1ccc(Br)cc1	6%	1%	3%	1%	-2	68%[activator]	-3%	.	6%
O=[N+]([O-])c1ncccc1Oc1nc(-c2cccnc2)nc2ccccc12	-10%	-10%	2%	28%	0	-8%	6%	-30%	-20%
COc1ccccc1CNC(=O)c1ccc(N2Cc3cccc(OC)c3Oc3ncccc32)s1	-2%	-2%	-1%	10%	-1	4%	-7%	-1%[59 µM]	-19%
Cn1c(SCc2nn[nH]n2)nc2c1c(=O)n(Cc1ccccc1Cl)c(=O)n2C	0%	?	1%	-7%	10	23%	11µM*	?	-33%
COc1ccc(CNC(=O)CCCn2nc([N+](=O)[O-])cc2C)cc1	-8%	-13%	-9%	24%	2	4%	-4%	9%	-15%
CN(Cc1ccccc1)S(=O)(=O)CCNC(=O)c1ccc2c(c1)OCO2	0%	-14%	17%	-25%	-5	23%	-9%	-3%	-5%
COc1ccc(CSc2nc(CSC)cc(N3CCOCC3)n2)cc1	?	8%[57.4 µM]	.	-10%	1	31%	-3%	-42%[59 µM]	-15%
Cc1ccc2c(c1)C(=O)C(=O)N2CC(=O)Nc1ccccc1NC(=O)c1ccccn1	-34%	22%	4%	-2%	14	17%	-13%	?	-26%
CCCCCn1c(=S)[nH]c2cc(C(=O)N3CCN(C(=O)OCC)CC3)ccc2c1=O	-7%	-6%	1%	-4%	2	25%	2%	?	-10%
Brc1ccc(-c2csc(N/N=C/c3cccnc3)n2)cc1	-22%	-24%	0%	-6%	-1	26%	-2%	14µM*	-14%
COc1cccc(Oc2nnnn2-c2ccccc2)c1	16%	0%	9%	2%	-3	52%[activator]	.	7%	34%
C#CCNC(=O)C1=C[C@H](c2ccc3c(c2)OCO3)C[C@H](OCc2ccc(CO)cc2)O1	-18%	?	-5%	-5%	-3	39%	2%	?	-22%
CCC(Sc1nc2n[nH]c(C)c2c(=N)n1-c1ccc(C)c(Cl)c1)C(=O)N1CCOCC1 (stereo not drawn)	12%	.	-1%	21%	-3	18%	7%	?	-7%
S=C(NCC1(c2ccccc2)CCCC1)Nc1ccccc1	-18%	?	?	-1%	6	31%	0%	-10%	3%
Cc1cc(C)nc(/N=C(/NC(=O)Nc2ccc(Cl)c(Cl)c2)Nc2cccc(Cl)c2)n1	-3%	23%	-12%	7%	1	20%	1%	14%	5%
COc1ccccc1C(=O)NC(=O)COC(=O)c1ccc(C)o1	-5%	-22%	-10%	1%	0	14%	-18%	?	-11%
CC(=O)Nc1ccc(N2CCN(c3ccc(C(F)(F)F)cn3)CC2)nc1	-37%	i	-4%	26%	1	12%	-2%	25%	-18%
Cc1cc(C)nc(SCc2cn3ccccc3n2)n1	-10%	30%[activator]	-5%	17%	-8	34%	3%	-1%	-15%
